p-CIP stab down = compounds decreasing mouse p/CIP protein stability; Q05BA5; F442A p/CIP-EGFP cells, EGFP fluorescence, 16 h; decrease of EGFP signal, % at 10 µM; 290,000 compounds, 0.01% hits; AID 1984;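 active = EGFP signal decrease of at least 30% at 10 µM or well 3 SD below plate mean, unless failing retest; inactive = the rest, including hits failing retest or dose response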; note: some compounds called inactive have numbers as strong as hits; many of its hits are not listed in these tables
GalR3 antagonist = blocks the human galanin receptor 3; O60755; HEK293 GalR3-CNG cAMP membrane potential fluorescence; galR3 body fused to GalR1 C-terminus; AID 651719; inhibition, % at 3 µM; 360,000 compounds, 0.44% hits;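 active = inhibition above the screen-wide average plus 3 SD, cut at about 13% in these data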;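 note: forskolin and galanin both at EC90 stimulate the cells; cAMP rise reported by CNG channel membrane potential dye signal; 0% = forskolin plus galanin with DMSO and 100% = forskolin alone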
Target sequence (O60755 1-299 limits assumed): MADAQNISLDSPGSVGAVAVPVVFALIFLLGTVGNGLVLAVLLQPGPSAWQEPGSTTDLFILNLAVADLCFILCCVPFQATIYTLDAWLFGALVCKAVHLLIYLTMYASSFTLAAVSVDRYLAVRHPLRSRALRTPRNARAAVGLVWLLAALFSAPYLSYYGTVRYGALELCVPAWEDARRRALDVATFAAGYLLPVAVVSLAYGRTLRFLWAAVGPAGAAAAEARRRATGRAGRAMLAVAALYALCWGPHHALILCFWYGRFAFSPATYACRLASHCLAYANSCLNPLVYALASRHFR
HCV NS3 hel inh = HCV NS3 helicase inhibition; NS3 helicase DNA unwinding, Cy5 molecular beacon fluorescence; 290,000 compounds, 0.56% hits; inhibition, % at 10.9 µM;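 active = inhibition above the mean of all tested compounds plus 3 SD, set per campaign, cut at about 35% in these data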;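 note: 0% = DMSO wells and 100% = thioflavine S control wells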
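Test system: hepatitis C virus NS3 helicase domain fragment enzyme. Also added: annealed dual-labelled DNA beacon duplex, ATP-started. Timing: 60 min unwinding reaction at 25 °C after ATP addition. Technique: Cy5 fluorescence. Measure: % inhibition of unwinding.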
IMP-1 inh = blocks Pseudomonas aeruginosa IMP-1 metallo-beta-lactamase; purified IMP-1, nitrocefin hydrolysis, epi-absorbance fluorescence; inhibition, % at 5.6 µM; 290,000 compounds, 0.45% hits;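 active = inhibition above the mean plus 3 SD of all compounds in the same screening run, cut at about 4.5% in these data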;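 note: 0% = IMP-1 with DMSO and 100% = DMSO wells lacking enzyme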
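system = purified recombinant IMP-1 beta-lactamase | amount = 0.2 nM IMP-1, as dispensed | medium = HEPES buffer pH 7.1 with ZnSO4 and Brij 35 | times = 25 °C, 15 min preincubation, 25 min reaction | detection = plate fluorescence quenching by hydrolysis product, ex 480/em 530 nm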
IDE act = IDE (human) activation, cell-based; P14735; HEK cells, FAbeta-B cleavage, fluorescence polarization; 0% vehicle, 100% cell-free pure enzyme wells; activation, % at 5.96 µM; 340,000 compounds, 0.073% hits;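 active = activation above the mean of all tested compounds plus 3 SD, set per screening campaign, cut at about 17% in these data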
CRFR2-BP antag = CRF-BP/CRF-R2 complex antagonism; HEK293 CRF-R2/CRF-BP, CRF-induced calcium fluorescence; AID 588475; inhibition, % at 11.8 µM; 350,000 compounds, 0.59% hits;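 active = inhibition of the ligand-induced calcium signal above about 50% at the single tested concentration, limit read from the data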
VIM-2 inhibitor = blocks Pseudomonas aeruginosa VIM-2 metallo-beta-lactamase. purified VIM-2, nitrocefin hydrolysis, epi-absorbance fluorescence. inhibition, % at 5.6 µM. 290,000 compounds, 0.89% hits. AID 1527;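 active = inhibition above the mean of all tested compounds plus 3 SD, cutoff set per screening run, cut at about 7.5% in these data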;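 note: red hydrolysis product quenches plate fluorescence so inhibitors raise well fluorescence; 0% = enzyme with DMSO and 100% = DMSO without enzyme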
IDE inh = inhibits human insulin-degrading enzyme in HEK cells; 320,000 compounds, 0.41% hits; P14735; AID 434962; inhibition, % at 5.59 µM; FAbetaB cleavage, fluorescence polarization;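 active = percent inhibition above the average of all tested compounds plus 3 SD, set per screening campaign, cut at about 16% in these data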;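 note: IDE supplied by intact live HEK cells; FP after avidin binding of uncleaved biotin substrate so inhibition keeps polarization high; 0% = DMSO wells and 100% = 60 µM reference IDE inhibitor Ii1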
SUMO HTRF inh = inhibitors of human SUMOylation (UBC9); HTRF SUMOylation assay, SAE1/SAE2 + UBC9, in vitro; inhibition, % at 35 µM; 290,000 compounds, 0.36% hits; in the data active = inhibition above about 50%, passing the limit was not always enough; note: strong numbers were not always called active
Target sequence (P63279 whole entry, looked up): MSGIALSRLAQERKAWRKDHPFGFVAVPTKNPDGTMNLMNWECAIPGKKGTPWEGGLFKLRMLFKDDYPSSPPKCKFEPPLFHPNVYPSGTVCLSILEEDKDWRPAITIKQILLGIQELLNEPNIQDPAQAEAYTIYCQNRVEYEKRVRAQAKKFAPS
An asterisk follows results filed as active; nt = no result given.

SMILES	p-CIP stab down	GalR3 antagonist	HCV NS3 hel inh	IMP-1 inh	IDE act	CRFR2-BP antag	VIM-2 inhibitor	IDE inh	SUMO HTRF inh
c1coc(-c2ccnc(-c3ccncc3)n2)c1	-12.5	0.7	9.7	-1.4	3.1	9.9	-2.9	0.8	8.3
COc1ccc(C(=O)NCC(=O)N2CCN(c3ccc(Cl)cc3)CC2)cc1	2.1	-8.1	-1.8	-0.7	-6.6	2.0	-0.7	-1.3	6.8
Cc1nc(C)c(C(=O)OC(C)C(=O)Nc2ccc(F)cc2)s1 (stereo not drawn)	nt	-1.1	nt	nt	0.8	-2.4	nt	0.1	nt
COc1ccc(CCNC(=O)c2ccc(N(C)S(=O)(=O)c3ccc(C)cc3)cc2)cc1OC	-24.6	-8.0	-9.8	-2.8	-8.4	23.1	-2.7	5.0	-10.8
O=C(NCCCN1CCOCC1)c1cc(S(=O)(=O)N2CCN(c3ccccc3)CC2)ccc1Cl	nt	-1.8	nt	nt	-3.9	-0.6	nt	6.0	nt
COc1ccc(OC)c(CN2CCN(C(=O)CNC(=O)c3cc(C)cc(C)c3)CC2)c1	nt	-5.4	nt	nt	-0.6	-9.4	nt	-3.2	nt
COc1cc(OC)c(C(=O)NNC(=O)CN(C)S(=O)(=O)c2ccc(Cl)cc2)cc1OC	nt	-1.3	nt	nt	0.7	-11.1	nt	-0.4	nt
COc1cc(NC(=O)Cn2cnc(S(=O)(=O)N3CCCC3)c2)cc(OC)c1OC	1.9	-1.0	-1.9	-4.7	-0.8	10.0	-2.2	7.1	3.6
CC1(S(=O)(=O)O)CC(=O)c2ccccc2C1=O (stereo not drawn)	-41.5	-1.1	-8.0	-1.4	-8.8	-36.7	0.5	43.0*	10.5
O=[N+]([O-])c1ccc(N/N=C\c2cccn2-c2ccccc2)nc1	-8.5	-6.1	-6.6	-2.5	1.9	-20.5	-2.2	7.1	5.9
Cc1ccc(N(C(C)C(=O)N2CCN(Cc3ccccc3)CC2)S(C)(=O)=O)cc1 (stereo not drawn)	-6.2	-7.6	1.7	-1.7	-1.1	-0.8	-2.3	3.8	9.6
Cc1cccc(NC(=O)CSc2nnc(CNC(=O)c3ccc(S(=O)(=O)N(C)C)cc3)n2-c2ccc(F)cc2)c1	-1.9	4.4	-20.6	-3.0	-5.5	-1.5	-2.8	13.2	18.5
CCOc1ccc(S(=O)(=O)NCCC(=O)N2CCN(c3ccccc3O)CC2)cc1	nt	-1.2	nt	nt	0.2	-7.8	nt	-0.9	nt
CC(C)c1onc(C(=O)N2CCCCC2)c1[N+](=O)[O-]	2.1	-11.8	0.7	-2.2	0.7	-3.5	-2.3	3.7	5.8
O=C(COC(=O)c1cccc(O)c1)Nc1ccc(S(=O)(=O)N2CCOCC2)cc1	nt	-7.5	nt	nt	2.2	-1.7	nt	2.9	nt

Quoted at random: 2 compounds from above, in no set order.
SMILES	p-CIP stab down	GalR3 antagonist	HCV NS3 hel inh	IMP-1 inh	IDE act	CRFR2-BP antag	VIM-2 inhibitor	IDE inh	SUMO HTRF inh
O=C(COC(=O)c1cccc(O)c1)Nc1ccc(S(=O)(=O)N2CCOCC2)cc1	nt	-7.5	nt	nt	2.2	-1.7	nt	2.9	nt
CC1(S(=O)(=O)O)CC(=O)c2ccccc2C1=O (stereo not drawn)	-41.5	-1.1	-8.0	-1.4	-8.8	-36.7	0.5	43.0*	10.5

Additional entries:
SMILES	p-CIP stab down	GalR3 antagonist	HCV NS3 hel inh	IMP-1 inh	IDE act	CRFR2-BP antag	VIM-2 inhibitor	IDE inh	SUMO HTRF inh
CCn1cc(C2=NC(C(C)C)CO2)c2ccccc21 (stereo not drawn)	-2.1	nt	0.0	-1.1	-2.9	-33.2	-2.1	-0.9	-2.5
Cc1ccc(NC(=O)C2CCCN2C(=O)OCc2ccccc2)cc1F (stereo not drawn)	-7.4	-2.9	-2.4	1.1	0.6	-3.9	0.3	4.2	15.4
CCCC(C(=O)NCc1ccc(OC)cc1)N(Cc1ccco1)C(=O)c1snc(C(N)=O)c1N (stereo not drawn)	2.4	-4.0	-6.9	0.3	-0.5	2.9	-2.7	-4.2	8.5
CSc1nsc(SC)c1C(=O)N1CCN(S(=O)(=O)c2ccc(C)cc2)C1C (stereo not drawn)	2.9	-4.4	-2.1	-2.4	-0.6	-2.4	-0.6	2.1	-9.6
CCOCCc1nnc(NC(=O)c2cccs2)s1	-7.1	6.8	5.8	-3.9	2.8	15.9	-1.0	0.3	12.1
CC1(c2ccc(OC(F)F)cc2)NC(=O)N(CC(=O)N2CCN(C(=O)c3ccco3)CC2)C1=O (stereo not drawn)	nt	-7.1	nt	nt	1.1	-7.7	nt	3.8	nt
CC(=O)NNC(=O)c1ccncc1	0.3	-1.2	8.9	-5.9	0.1	4.2	-5.0	0.7	8.5
COc1ccc(/C=C/C(=O)Nc2cccc(S(=O)(=O)NC3=NCCCCC3)c2)c(OC)c1	nt	-4.0	nt	nt	2.7	3.4	nt	-1.4	nt
CCCc1cc(C(=O)N2CCCC(CO)(CCCc3ccccc3)C2)n(C)n1 (stereo not drawn)	-7.2	-3.7	-14.5	-0.8	1.2	2.3	-1.8	nt	-0.8
Cc1ccc(OCCC(=O)OCC(=O)Nc2ccc3c(c2)OCO3)cc1	nt	-1.1	nt	nt	2.3	9.7	nt	-7.9	nt
Cc1onc(-c2c(Cl)cccc2Cl)c1C(=O)NNC(=O)c1c(-c2c(Cl)cccc2Cl)noc1C	-4.4	-3.2	2.0	-3.0	4.3	-0.7	-3.0	-3.7	6.8
Cc1ccsc1/C=N/NC(=S)NCc1ccccc1	8.3	-8.5	-8.6	-1.4	10.7	-13.1	-0.2	3.1	-10.2
COc1cc(NC(=O)NCC2CCN(Cc3ccccc3F)CC2)cc(OC)c1	-5.8	-9.9	-4.5	-3.9	-1.2	-5.1	-2.6	nt	-3.0
COc1ccc(C(C)=O)cc1CN(C)C	-5.9	-0.2	7.5	-5.0	2.5	1.4	-3.4	-2.3	8.0
CCN(CC)S(=O)(=O)c1cc(NC(=O)COC(=O)c2c(C)noc2C)ccc1C	nt	-5.7	nt	nt	4.1	6.6	nt	-2.2	nt
COc1ccc(C(=O)NCCn2nc(C)cc2C)cc1OC1CCN(C(C)=O)CC1	6.2	2.5	5.3	-1.6	1.6	7.5	-3.2	4.6	9.1
O=[N+]([O-])c1ccc2nonc2c1Nc1ccccc1	4.5	-4.2	10.5	-2.9	5.6	2.5	-0.9	-4.7	2.4
COc1ccc(C(=O)COC(=O)CCCC(=O)NC2CCCCC2)cc1	-4.6	0.0	5.9	-0.4	1.9	2.2	-3.1	-8.0	25.7
CCOc1ccccc1/C=N\Nc1cnn(Cc2ccccc2)c(=O)c1Cl	-8.7	-4.1	19.0	-0.9	-2.1	5.8	-2.6	1.9	1.3
COCCN(C(=O)CSc1cc(C)c2ccccc2n1)c1c(N)n(CC(C)C)c(=O)[nH]c1=O	nt	-4.5	nt	nt	-2.2	-7.5	nt	1.6	nt
Cc1cc(OCCCn2ccnc2)cc(C(C)C)c1	2.0	-2.6	-18.0	-0.9	-2.3	3.1	-0.1	7.6	8.4
COc1ccc(C(C)NC(=S)NC2CCCCC2)cc1OC (stereo not drawn)	-4.0	4.2	0.9	-1.7	-0.3	15.5	-2.8	0.4	7.2
COc1cc(/C=N/NC(=O)NC2CCCCC2)ccc1O	-14.1	-4.6	1.4	-2.4	8.2	2.8	-0.8	-0.7	11.3
Cc1cccc(NC(=O)c2nc[nH]c2C(=O)NCC(=O)OC(C)(C)C)c1	0.7	-3.6	nt	nt	2.6	-11.5	nt	-1.8	-2.5
CCOC(=O)c1cc2c(ccn2C)n1CC(=O)N(CC)CC	-2.7	-7.1	1.4	-2.7	-3.3	-5.6	-4.5	4.3	26.6
COCCN(CCOC)S(=O)(=O)c1ccc(C(=O)NCCCN2CCOCC2)cc1	5.4	-1.6	-2.0	-3.3	-1.7	-1.3	-3.1	-3.4	22.8
CC(C)(C)C(=O)C[n+]1ccccc1	-7.9	-6.4	11.3	-1.0	-3.2	9.3	-1.0	3.4	17.0
NC(=O)c1ccsc1NC(=O)COC(=O)c1ccccc1F	nt	-6.0	nt	nt	0.8	-8.5	nt	-1.1	nt
Cc1cccc(C)c1NC(=O)CN(C)CC(=O)Nc1cc(Cl)ccc1C#N	5.7	-1.2	9.2	-3.9	3.5	-2.3	-4.0	-0.5	29.2
CN(C)c1ccc(/C=N\Nc2nc(-c3ccccc3)cc(=O)[nH]2)cc1	12.5	-1.9	1.1	-1.1	4.3	15.3	-1.2	2.1	5.6
Cn1c(=O)c2c(nc(CN3CCC(C(N)=O)CC3)n2Cc2c(Cl)cccc2Cl)n(C)c1=O	-7.2	-3.1	-3.7	-5.0	-0.9	11.8	-2.1	1.2	12.5
OCCN(CCO)Cc1csc2ccccc12	-21.7	-11.7	-1.3	-0.8	2.1	4.4	-5.0	4.3	0.3
CCC(C)[C@@H](CN(N=O)[C@@H](Cc1ccccc1)CN(C)N=O)N(CCc1ccccc1)N=O (stereo partly drawn)	-8.9	nt	0.7	-1.5	3.5	-7.6	-1.9	-3.6	-17.5
CCN(c1ccccc1)S(=O)(=O)c1ccc(Cl)c(NC(=O)c2ccc(=O)[nH]n2)c1	nt	-1.2	nt	nt	-0.2	-2.4	nt	5.6	nt
COP(=O)(OC)c1nc(-c2cccc3ccccc23)oc1N1CCCCC1	4.7	-9.2	-13.7	-3.7	0.6	-12.2	-2.9	-3.7	38.0
COc1cccc(NS(=O)(=O)c2ccc3c(c2)N(C(C)=O)CCS3)c1	-18.6	-9.1	-5.9	-2.5	-2.7	-12.1	-0.5	2.1	17.3
COc1ccc(C(=O)N/N=C/c2ccc(N3CCOCC3)o2)cc1OC	5.1	-4.0	-4.1	1.0	-5.1	2.4	-4.0	5.1	1.5
COc1ccc(NC(=O)COC(=O)C2=COCCO2)cc1OC	-16.8	0.9	-9.2	-0.1	-8.3	4.5	-4.1	5.0	14.4
CCCCNC(=O)/C(C#N)=C/c1ccc(-c2ccc(S(=O)(=O)N3CCOCC3)cc2)o1	-12.3	3.7	4.5	-0.7	-1.1	-5.1	-1.7	-2.2	-8.2
COc1ccc(-c2nnc(SCC(=O)N3CCOCC3)o2)cc1OC	-3.5	-4.2	13.0	-3.4	-3.1	-4.7	-2.2	-0.3	-0.3
CCc1ccc(/C=C2\SC(=S)N(CCC(=O)NC3=NCCS3)C2=O)cc1	-1.8	-0.9	13.1	0.1	nt	nt	0.0	8.0	13.5
O=C(Nc1nc2ccccc2s1)C1=NN(c2ccccc2)C(=O)CC1	-11.6	-7.0	8.7	-3.4	0.9	40.0	-4.6	0.6	7.0
O=C(NC1=NCCS1)c1cc(-c2ccc(-c3ccccc3)cc2)nc2ccccc12	9.3	-3.6	-1.9	-0.4	5.2	-21.7	-2.4	-4.8	-15.4
CCCCN(C(=O)CCCc1nc2ccccc2s1)c1c(N)n(CCCC)c(=O)[nH]c1=O	-4.5	-2.7	-5.3	-2.1	-1.5	-13.7	-1.2	0.9	6.2
Fc1ccccc1CSc1nnnn1-c1ccc2c(c1)OCO2	-16.9	0.1	-0.6	-5.2	-1.9	57.5*	-0.2	-2.8	-4.0
Cc1cc(C)cc(Nc2ccc(C(=O)O)cc2N)c1	1.8	-1.3	29.8	-2.0	7.5	13.2	-2.2	7.0	26.0
